GalR3 antagonist: human GalR3 antagonism; inhibition, % at 3 µM; actives 0.44% (n = 360,000); HEK293 GalR3-CNG cAMP membrane potential fluorescence; galR3 body fused to GalR1 C-terminus; O60755;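 active = inhibition above the screen-wide average plus 3 SD, cut at about 13% in these data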;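 also: forskolin and galanin both at EC90 stimulate the cells; cAMP rise reported by CNG channel membrane potential dye signal; 0% = forskolin plus galanin with DMSO and 100% = forskolin alone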
Target sequence (O60755 1-299 limits assumed): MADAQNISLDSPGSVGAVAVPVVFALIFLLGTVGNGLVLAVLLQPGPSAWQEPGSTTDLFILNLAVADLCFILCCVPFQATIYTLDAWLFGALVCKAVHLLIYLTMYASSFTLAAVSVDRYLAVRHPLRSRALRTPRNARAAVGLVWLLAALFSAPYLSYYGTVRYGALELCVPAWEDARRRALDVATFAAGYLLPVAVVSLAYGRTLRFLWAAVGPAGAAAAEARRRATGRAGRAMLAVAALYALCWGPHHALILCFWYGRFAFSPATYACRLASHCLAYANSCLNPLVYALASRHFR
GPR7 antagonist: antagonists of human GPR7 (neuropeptides B/W receptor 1). P48145. GPR7-expressing cells, fluorescence antagonist assay. inhibition, % at 4.4 µM. actives 1.1% (n = 290,000). AID 1861; in the data active = inhibition above about 16%, passing the limit was not always enough;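 also: cells stimulated with the agonist NPW; 0% = agonist with vehicle and 100% = vehicle without agonist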
Target sequence (P48145 whole entry, looked up): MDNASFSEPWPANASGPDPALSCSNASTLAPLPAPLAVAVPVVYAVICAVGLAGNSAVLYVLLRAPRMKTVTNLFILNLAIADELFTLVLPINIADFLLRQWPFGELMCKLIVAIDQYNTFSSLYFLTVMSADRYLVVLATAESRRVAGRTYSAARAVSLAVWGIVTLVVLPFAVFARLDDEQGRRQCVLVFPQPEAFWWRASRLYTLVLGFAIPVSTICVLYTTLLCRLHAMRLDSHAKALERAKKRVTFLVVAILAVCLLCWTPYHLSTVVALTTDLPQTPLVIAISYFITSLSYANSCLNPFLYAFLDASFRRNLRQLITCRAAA
V1aR counter: activates human V1a receptor in oxytocin agonist counter-screen | AID 2797 | actives 0.25% (n = 320,000) | CHO-V1R cells, Fluo-8 calcium fluorescence, agonist mode; 0% DMSO, 100% 3 nM vasopressin | activation, % at 3 µM | P37288;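 active = activation above the mean activation of all tested compounds plus 3 SD, per screening run, cut at about 20% in these data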;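 also: signal is peak over basal fluorescence ratio across a 100 second FLIPR read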
NALP1 inh: blocks the NALP1 inflammasome reconstituted in yeast; S. cerevisiae NALP1/ASC/caspase-1 growth, X-gal OD620, 72 h; actives 0.61% (n = 280,000); inhibition, % at 10 µM; in the data active = inhibition mostly above about 24%, no sharp cut-off; inactive = mostly below about 32%; also: some compounds called inactive have numbers as strong as hits
MEKK2 mut-MEK5: signal of MEK5 binding to mutant human MEKK2 PB1 domain; bead flow cytometry, Alexa488-MEK5 binding to MEKK2 mutant; percent response, % at 10 µM; actives 0.35% (n = 290,000); AID 1530; in the data active = percent response above about 24%, passing the limit was not always enough; also: inactives centre near 1; some results filed as inactive read as strong as hits
MEKK2 WT-MEK5: raises or lowers MEK5 binding to wildtype human MEKK2 PB1 domain. Q9Y2U5. bead flow cytometry, Alexa488-MEK5 binding to MEKK2 WT; actives lie on both sides. binding response (% of control), % at 10 µM. actives 1.1% (n = 290,000); in the data active = binding response below about 67% or above about 130%
OXTR potentiator: human OXTR potentiation | CHO-OTR cells, Fluo-8 calcium fluorescence, potentiator mode; 0% = oxytocin EC15, 100% = EC100 | actives 0.061% (n = 320,000) | activation, % at 3 µM | P30559 | AID 2445;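 active = activation above that plate's cutoff, the mean activation of tested compounds plus 3 SD, cut at about 6.6% in these data, passing the limit was not always enough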;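 also: 100% uses oxytocin at 75 nM as the full agonist control; some results filed as inactive read as strong as hits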
Target sequence (P30559 whole entry, looked up): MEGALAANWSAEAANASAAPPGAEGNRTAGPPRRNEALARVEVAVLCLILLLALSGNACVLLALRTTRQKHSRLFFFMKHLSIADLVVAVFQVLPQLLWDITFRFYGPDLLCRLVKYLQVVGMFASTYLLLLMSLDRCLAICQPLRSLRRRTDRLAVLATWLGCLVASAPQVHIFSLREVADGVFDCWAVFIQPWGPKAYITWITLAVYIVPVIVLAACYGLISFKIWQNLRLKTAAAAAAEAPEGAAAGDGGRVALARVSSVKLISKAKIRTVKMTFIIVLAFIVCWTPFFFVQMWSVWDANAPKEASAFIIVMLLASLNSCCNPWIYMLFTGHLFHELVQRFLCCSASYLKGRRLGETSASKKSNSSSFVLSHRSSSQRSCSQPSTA
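Dosing: Single dose, 3.0 µM nominal final compound concentration | Material: Human OTR in CHO cells | Technique: Kinetic Fluo-8 calcium fluorescence | Benchmarks: EC15 oxytocin alone as 0%, 75 nM oxytocin as 100% | Probe or stimulus: Oxytocin at about EC15, sub-maximal agonist stimulus | Incubation: Compound 6 min at room temperature before oxytocin, 100 s read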
OXTR ag: human OXTR agonism; P30559; CHO-OTR cells, Fluo-8 calcium fluorescence; normalized: DMSO 0%, oxytocin 100%; activation, % at 3 µM; actives 0.32% (n = 320,000); AID 2435;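 active = activation above the mean of all tested compounds plus 3 SD, cutoff set per screening run, cut at about 20% in these data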;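 also: peak over basal fluorescence ratio from a 100 s FLIPR kinetic read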
M18AAP inhibitor: blocks P. falciparum M18 aspartyl aminopeptidase | inhibition, % at 7.35 µM | actives 1.2% (n = 290,000) | AID 1822 | recombinant PfM18AAP, H-Glu-NHMec fluorogenic cleavage;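 active = inhibition above the campaign mean inhibition over all tested compounds plus 3 SD, cut at about 28% in these data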;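 also: 0% = plate median of test compound wells and 100% = 2 mM ZnCl2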
* = called active by the depositor; . = no result given.

nr	SMILES	GalR3 antagonist	GPR7 antagonist	V1aR counter	NALP1 inh	MEKK2 mut-MEK5
1	CCOC(=O)C1=C(N)Oc2ccc3ccccc3c2C1c1ccc(O)c(OC)c1 (stereo not drawn)	-6	-3	.	18	16
2	Cc1cc(Br)c(S(=O)(=O)NCCN2CCOCC2)cc1C	0	0	3.2	1	-1
3	O=C(Nc1cc(F)cc(F)c1)c1ccc(NCCc2ccccc2)c([N+](=O)[O-])c1	2	-6	0.9	0	-1
4	CCOC(=O)CSc1nncc2ccc(OC)c(OC)c12	-6	-4	0.1	3	4
5	COc1ccc(CCNC(=O)c2cc3c(=O)n4ccccc4nc3n(CCCN3CCOCC3)c2=N)cc1OC	-8	-1	0.1	-13	2
6	N#CCn1c2ccccc2c2nc3ccccc3nc21	-2	0	-0.2	4	-6
7	CC(C)COC(=O)C(C)Nc1n[nH]c(=S)[nH]c1=O (stereo not drawn)	-3	4	0.1	-10	-7
8	Cc1onc(-c2ccccc2Cl)c1C(=O)N1CCN(C)CC1	-8	1	0.7	13	1
9	Cc1ccc(SCC(=O)NNC(=O)c2cncc(Br)c2)cc1	-1	.	0.4	.	.
10	CCC(C)Sc1nc2ccccc2c(=O)[nH]1 (stereo not drawn)	-5	-8	-2.3	-12	-3

nr	MEKK2 WT-MEK5	OXTR potentiator	OXTR ag	M18AAP inhibitor
1	107	.	.	12
2	92	-14	-0.5	-7
3	100	-5	0.1	-1
4	102	0	0.3	4
5	105	-5	-0.5	2
6	100	-3	-0.6	2
7	92	-9	-1.1	-13
8	108	-1	0.2	-14
9	.	-5	0.5	.
10	104	-3	-2.7	0

Carrying on.
nr	SMILES	GalR3 antagonist	GPR7 antagonist	V1aR counter	NALP1 inh	MEKK2 mut-MEK5
11	CCOC(=O)CC1C(=O)NCCN1Cc1cccs1 (stereo not drawn)	-4	-11	-0.2	-3	3
12	COc1ccc(/C=N/NC(=O)c2ccoc2C)cc1COc1ccc(Cl)cc1	-2	12	0.5	6	3
13	Cc1ccc(/C=C/C(=O)OCC(=O)NC(C)c2ccccc2)o1 (stereo not drawn)	-3	.	0.0	.	.
14	Cc1ccc(C2CC(c3cccs3)=NN2C(=O)c2ccco2)o1 (stereo not drawn)	-5	-5	-1.2	-6	-24
15	O=C(O)C1CCCN(S(=O)(=O)c2cccs2)C1 (stereo not drawn)	-4	-9	0.2	-6	3
16	CCN1C(=O)[C@@H]2[C@@H](c3ccc(-c4ccc(Cl)c(Cl)c4)cc3)N3CCCC[C@@]3(C(=O)OC)[C@@H]2C1=O	9	.	0.1	.	.
17	COc1ccccc1N=C1SC(C(=O)Nc2ccc(F)cc2)CC(=O)N1C (stereo not drawn)	-2	-14	3.5	-13	3
18	O=C(NC1CCC(O)CC1)c1cc(-c2ccc(Cl)cc2)nc2ccccc12 (stereo not drawn)	5	.	1.1	.	.
19	COc1ccc(-c2ccc(-c3nnn(CC(C)=O)n3)cc2)cc1	-2	1	1.0	-2	-3
20	CCCNC(=O)NC(=O)CSc1ccc(C)cc1C	2	-16	-1.7	-8	-1

nr	MEKK2 WT-MEK5	OXTR potentiator	OXTR ag	M18AAP inhibitor
11	108	-7	0.1	3
12	107	-8	-0.2	3
13	.	-6	-1.1	.
14	79	1	-1.8	-23
15	95	-3	1.7	-2
16	.	3	-0.4	.
17	94	-16	3.6	-3
18	.	0	1.3	.
19	99	-2	3.2	3
20	104	-16	-1.8	-1

The results go on.
nr	SMILES	GalR3 antagonist	GPR7 antagonist	V1aR counter	NALP1 inh	MEKK2 mut-MEK5
21	COc1cc(NC(=O)CSc2ncccc2C(=O)OC(C)C)cc(OC)c1	9	16	8.6	-5	2
22	COc1ccc(/C=C/C(=O)OCC(=O)Nc2ccc(N3CCOCC3)cc2)cc1	-5	0	0.9	6	0
23	CCOc1ccc(NC(=O)C2CC(C)=C(C)CC2C(=O)O)cc1 (stereo not drawn)	-2	-6	0.5	14	14
24	O=[N+]([O-])c1ccccc1S(=O)(=O)N1CCN(Cc2ccccc2)CC1	-7	-9	0.2	7	3
25	Cc1ccc(NC(=S)Nn2cnnc2)cc1	1	-8	0.7	2	-8
26	Cn1c(=O)c2c(SCC(=O)N3CCOCC3)nc(C3CC3)nc2n(C)c1=O	.	-4	-0.2	32	11
27	Cc1ccc(CNC(=O)C2CC(=O)N(c3ccc(OCC(=O)N4CCCC4)cc3)C2)cc1 (stereo not drawn)	-3	-2	1.9	23	11
28	CCCCOC(=O)CNc1n[nH]c(=S)[nH]c1=O	-5	0	-0.7	-19	7
29	CCCN(CC(=O)Nc1ccccc1OC)C(=O)c1cccc(S(=O)(=O)Nc2ccc(OC)cc2)c1	-4	.	0.8	.	.
30	COc1cc(/C=N/NC(=S)Nc2cccc(S(=O)(=O)N(C)C)c2)ccc1O	-11	-6	2.3	-3	0

nr	MEKK2 WT-MEK5	OXTR potentiator	OXTR ag	M18AAP inhibitor
21	102	-2	2.7	5
22	108	-1	2.7	3
23	96	2	0.2	-10
24	104	-11	0.1	9
25	95	1	0.6	77*
26	107	-3	0.6	-17
27	96	7	0.2	0
28	107	3	0.1	1
29	.	-16	-0.8	.
30	99	-14	3.2	14

The listing continues:
nr	SMILES	GalR3 antagonist	GPR7 antagonist	V1aR counter	NALP1 inh	MEKK2 mut-MEK5
31	Cc1cccc(-n2c(-c3csc(C)c3)n[nH]c2=S)c1	-6	5	-1.8	-19	-4
32	O=[N+]([O-])c1ccccc1CNC(Cc1ccccc1)c1ccccc1 (stereo not drawn)	-1	2	-2.2	9	-2
33	COc1cc(NC(=O)c2ccccc2[N+](=O)[O-])ccc1NC(=O)c1cc2ccccc2o1	-3	.	9.7	.	.
34	Cc1ccc(N(C(=O)c2csnn2)C(C(=O)NC2CCCCC2)c2cccnc2)c(C)c1 (stereo not drawn)	-5	5	-0.3	6	1
35	CC1Cc2ccccc2N1S(=O)(=O)c1cccc(C(=O)NCCCn2ccnc2)c1 (stereo not drawn)	-4	-9	1.4	25	13
36	Cc1cc(C)n2cnnc2n1	-4	-16	0.7	4	2
37	COc1ccc(NC(=O)COC(=O)CN2C(=O)C3CC=CCC3C2=O)c([N+](=O)[O-])c1 (stereo not drawn)	-7	.	3.8	.	.
38	COc1cc(NC(=O)C(=O)NNC(=O)C2CCCCC2)c(OC)cc1Cl	-11	-2	1.8	17	-2
39	O=C(CN1C(=O)c2ccccc2C1=O)NCc1ccncc1	-8	0	0.5	0	10
40	Cc1ccoc1C(=O)NCCNC(=O)c1occc1C	-4	.	-0.2	.	.

nr	MEKK2 WT-MEK5	OXTR potentiator	OXTR ag	M18AAP inhibitor
31	90	-5	-2.1	12
32	99	-4	-1.6	-15
33	.	-15	6.8	.
34	97	5	0.8	1
35	112	-2	1.4	-3
36	103	-9	0.6	0
37	.	-7	4.6	.
38	94	-11	-1.3	4
39	101	-4	1.1	4
40	.	-8	0.5	.

Sorted by molecular weight (lowest first): ten of the compounds above.
nr	SMILES	GalR3 antagonist	GPR7 antagonist	V1aR counter	NALP1 inh	MEKK2 mut-MEK5
36	Cc1cc(C)n2cnnc2n1	-4	-16	0.7	4	2
28	CCCCOC(=O)CNc1n[nH]c(=S)[nH]c1=O	-5	0	-0.7	-19	7
39	O=C(CN1C(=O)c2ccccc2C1=O)NCc1ccncc1	-8	0	0.5	0	10
32	O=[N+]([O-])c1ccccc1CNC(Cc1ccccc1)c1ccccc1 (stereo not drawn)	-1	2	-2.2	9	-2
38	COc1cc(NC(=O)C(=O)NNC(=O)C2CCCCC2)c(OC)cc1Cl	-11	-2	1.8	17	-2
30	COc1cc(/C=N/NC(=S)Nc2cccc(S(=O)(=O)N(C)C)c2)ccc1O	-11	-6	2.3	-3	0
37	COc1ccc(NC(=O)COC(=O)CN2C(=O)C3CC=CCC3C2=O)c([N+](=O)[O-])c1 (stereo not drawn)	-7	.	3.8	.	.
35	CC1Cc2ccccc2N1S(=O)(=O)c1cccc(C(=O)NCCCn2ccnc2)c1 (stereo not drawn)	-4	-9	1.4	25	13
33	COc1cc(NC(=O)c2ccccc2[N+](=O)[O-])ccc1NC(=O)c1cc2ccccc2o1	-3	.	9.7	.	.
34	Cc1ccc(N(C(=O)c2csnn2)C(C(=O)NC2CCCCC2)c2cccnc2)c(C)c1 (stereo not drawn)	-5	5	-0.3	6	1

nr	MEKK2 WT-MEK5	OXTR potentiator	OXTR ag	M18AAP inhibitor
36	103	-9	0.6	0
28	107	3	0.1	1
39	101	-4	1.1	4
32	99	-4	-1.6	-15
38	94	-11	-1.3	4
30	99	-14	3.2	14
37	.	-7	4.6	.
35	112	-2	1.4	-3
33	.	-15	6.8	.
34	97	5	0.8	1

Further entries
nr	SMILES	GalR3 antagonist	GPR7 antagonist	V1aR counter	NALP1 inh	MEKK2 mut-MEK5
41	Cc1ccc(-n2ncc3c(=O)n(-c4ccc(C)c(C)c4)c(-c4ccco4)nc32)cc1	-4	-6	-1.3	10	-9
42	COC(=O)CCCC1=CC2=CC(=O)C(C)(OC(=O)C3CCCC3)C(=O)C2=CO1 (stereo not drawn)	.	.	0.9	-3	-9
43	CC1CCCCC1NC(=O)COC(=O)CN1C(=O)c2ccccc2C1=O (stereo not drawn)	-4	.	0.0	.	.
44	CC1CCCCN1C(=O)COc1ccc2ccc(=O)oc2c1 (stereo not drawn)	-8	-18	0.0	8	2
45	Cc1cc(C)c(NC(=O)C2CCCN2C)c(C)c1 (stereo not drawn)	-2	-16	0.2	3	2
46	COCCCNC(=O)CC1C[C@H](C(=O)N(C(C)C)C(C)C)[C@@]2(C)c3[nH]c4ccccc4c3CCN2C1=O (stereo partly drawn)	-5	.	0.3	.	.
47	O=C(Nc1ccc2c(c1)C(=O)N(c1ccccc1)C2=O)C1CCCO1 (stereo not drawn)	-6	2	0.3	-52	3
48	CCOc1ccc(S(=O)(=O)NC(Cc2cnc[nH]2)C(=O)O)cc1 (stereo not drawn)	-1	-20	-0.4	-1	-7
49	Cc1ccc(C(=O)NC(=S)NCC(=O)c2ccccc2)cc1	-7	-9	-0.5	27	10
50	CC(=O)NC(CC(=O)NCC(c1ccco1)N(C)C)c1ccccc1 (stereo not drawn)	-3	-3	0.8	8	2

nr	MEKK2 WT-MEK5	OXTR potentiator	OXTR ag	M18AAP inhibitor
41	82	-13	-1.5	-3
42	86	-12	0.8	.
43	.	-4	-0.4	.
44	106	-9	0.9	4
45	103	-8	0.2	2
46	.	4	-1.1	.
47	103	-4	-0.9	4
48	73	4	1.0	-16
49	115	-5	-1.0	-4
50	104	3	2.7	8

Remaining list, next part
nr	SMILES	GalR3 antagonist	GPR7 antagonist	V1aR counter	NALP1 inh	MEKK2 mut-MEK5
51	CCN(C(=O)CSc1ccc2ccccc2c1)C1CCS(=O)(=O)C1 (stereo not drawn)	-1	-6	2.4	4	2
52	CCn1nc(C)cc1C(=O)N1CCCC(N(C)CCc2ccc(OC)c(OC)c2)C1 (stereo not drawn)	-2	-8	0.5	26	2
53	CC12CCC(C(=O)N3CCCCCC3)(OC1=O)C2(C)C (stereo not drawn)	-1	0	0.8	8	9
54	CN(CC(=O)Nc1ccccc1Br)c1ncnc2sccc12	-7	-2	5.7	8	-2
55	CC1CN(C(=O)N2CCCCC2)CCN1C(=O)N1CCCCC1 (stereo not drawn)	2	5	0.3	-3	0

nr	MEKK2 WT-MEK5	OXTR potentiator	OXTR ag	M18AAP inhibitor
51	103	-4	0.4	-5
52	101	-12	-0.3	-6
53	100	-10	-0.8	6
54	100	-21	9.4	0
55	102	-15	1.6	5
